# RTF Ca sens act = increases calcium sensitivity of human cardiac regulated thin filaments; P19429+P45379; IANBD-labeled TnC RTF fluorescence at EC20 calcium; 0% EC20 calcium, 100% full calcium; activation, % at 7.2 µM; 340,000 compounds, 0.24% hits;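 active means activation above the mean over all tested compounds plus 3 SD, cut at about 30% in these data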;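 further: rise in fluorescence read as greater calcium sensitivity of cardiac thin filaments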
# Keap1-Nrf2 PPI = Keap1-Nrf2 (human) interaction inhibition; Keap1 Kelch-Nrf2 peptide fluorescence polarization, 1536-well; Q14145; inhibition, % at 9.4 µM; 340,000 compounds, 0.15% hits; AID 504523; in the data active means inhibition above about 12%;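 further: human Keap1 Kelch domain with fluorescein labeled Nrf2 9mer peptide probe; 0% = neutral control wells and 100% = peptide positive control; higher means more block of Keap1 binding to Nrf2 peptide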
# Target sequence (Q14145 whole entry, looked up, the tested form may be a part): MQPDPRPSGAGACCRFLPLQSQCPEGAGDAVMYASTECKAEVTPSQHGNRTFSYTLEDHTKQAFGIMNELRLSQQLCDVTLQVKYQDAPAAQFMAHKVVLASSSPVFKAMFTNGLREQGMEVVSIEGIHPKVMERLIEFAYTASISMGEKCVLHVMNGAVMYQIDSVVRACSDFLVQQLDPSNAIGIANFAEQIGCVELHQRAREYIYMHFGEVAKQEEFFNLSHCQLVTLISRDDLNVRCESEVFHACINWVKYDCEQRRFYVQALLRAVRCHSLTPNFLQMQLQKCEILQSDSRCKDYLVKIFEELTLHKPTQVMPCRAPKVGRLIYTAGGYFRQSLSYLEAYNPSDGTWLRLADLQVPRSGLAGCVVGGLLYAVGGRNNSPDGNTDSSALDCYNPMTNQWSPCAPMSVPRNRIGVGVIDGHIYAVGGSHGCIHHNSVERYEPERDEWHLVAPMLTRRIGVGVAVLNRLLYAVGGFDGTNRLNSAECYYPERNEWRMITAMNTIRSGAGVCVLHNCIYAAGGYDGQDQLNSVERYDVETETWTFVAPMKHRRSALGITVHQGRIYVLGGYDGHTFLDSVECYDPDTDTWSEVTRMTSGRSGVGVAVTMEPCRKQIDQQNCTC
# SR-BI uptake up = activators of SR-BI mediated HDL lipid uptake | CHO ldlA[mSR-BI] cells, DiI-HDL uptake fluorescence, 3 h; 100 = double the neutral-control signal | activation, % at 12.5 µM | 320,000 compounds, 0.096% hits | AID 504775;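 active means mean replicate activation of at least 60% and every replicate at or above 60%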;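 further: 0% = median plate neutral-control signal and 100% = twice that signal; values of inactives mirror those of a sister screen read the other way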
#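 Assay system: CHO ldlA[mSR-BI] cells, LDL receptor-null, SR-BI overexpressing; medium: Ham's F12 with 0.5% BSA, HEPES 25 mM, pH 7.4; also added: DiI-HDL 10 µg/mL; timing: 3 h uptake period with compound, 37 °C; signal: DiI fluorescence, bottom read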
# Cardiac RTF inh = cardiac RTF calcium desensitization. P19429+P45379. IANBD-labeled cardiac RTF, Ca2+ fluorescence. inhibition, % at 7.15 µM. 340,000 compounds, 0.12% hits;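 active means inhibition above the mean inhibition of all tested compounds plus 3 SD, cut at about 17% in these data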;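 further: assay run at fixed EC70 calcium of 1.6 mM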
# CAL PDZ FP-1 = blocks peptide binding to the human CAL PDZ domain | purified CAL PDZ, TMR-peptide fluorescence polarization, 1 h | inhibition, % at 24.9 µM | 300,000 compounds, 0.92% hits | AID 602252;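 active means mean inhibition of at least 30% with at least half of replicates also reaching 30%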;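 further: 0% = DMSO neutral control and 100% = excess unlabeled competitor peptide PRC23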
# CAL PDZ FP-2 = human CAL PDZ-peptide interaction inhibition. Q9HD26. purified CAL PDZ, TMR-peptide fluorescence polarization, 1 h. inhibition, % at 20 µM. 330,000 compounds, 0.02% hits. AID 504414;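 active means highest replicate inhibition of at least 40%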;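 further: plate controls were DMSO neutral control wells for no effect and unlabeled competitor peptide control wells for full effect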
#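 Test system: tagged CAL PDZ domain / Buffer or medium: sodium phosphate/NaCl buffer pH 7.4 with TCEP, IgG, Thesit / Reagent: TMR-labelled reporter peptide T*-PRC34 bound in PDZ groove / Compound dosing: single point, 20 µM / Schedule: 1 h incubation at room temperature before polarization reading / Technique: fluorescence polarization (mP) / Benchmarks: unlabelled peptide, DMSO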
# C-LANA FP = inhibitors of KSHV LANA C-terminal domain DNA binding | MBP-C-LANA/FAM-LBS DNA binding, fluorescence polarization | inhibition, % at 9 µM | 340,000 compounds, 0.078% hits;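 active means highest replicate inhibition at or above 60% at 9 µM, even if other replicates fall short; inactive means all replicates below 60% inhibition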;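 further: 0% = neutral control wells and 100% = 4 µM acridine orange control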
# DAGLB inhibitor = blocks human DAGLB lipase activity; 340,000 compounds, 0.059% hits; AID 504411; HEK293T DAGLB membrane lysate, EnzChek fluorogenic substrate; inhibition, % at 5.17 µM; Q8NCG7; in the data active means inhibition above about 34%;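 further: 0% = enzyme with vehicle and 100% = wells lacking enzyme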
# PKA-R2B act = activators of human PKA-R2B complex. 340,000 compounds, 0.079% hits. PKA-R2B holoenzyme dissociation, Cy5-IP20 fluorescence polarization; R2B truncated from residue 108, S112A mutant; 0% DMSO only, 100% 113 µM cGMP. activation, % at 11.4 µM. P22694+P31323;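 active means activation above a cutoff set at the mean over all compounds plus 3 SD, cut at about 18% in these data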;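 further: higher means more holoenzyme dissociation and a rise in polarization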
# Target sequence (P31323 whole entry, looked up, other chains not shown, the tested form may be a part): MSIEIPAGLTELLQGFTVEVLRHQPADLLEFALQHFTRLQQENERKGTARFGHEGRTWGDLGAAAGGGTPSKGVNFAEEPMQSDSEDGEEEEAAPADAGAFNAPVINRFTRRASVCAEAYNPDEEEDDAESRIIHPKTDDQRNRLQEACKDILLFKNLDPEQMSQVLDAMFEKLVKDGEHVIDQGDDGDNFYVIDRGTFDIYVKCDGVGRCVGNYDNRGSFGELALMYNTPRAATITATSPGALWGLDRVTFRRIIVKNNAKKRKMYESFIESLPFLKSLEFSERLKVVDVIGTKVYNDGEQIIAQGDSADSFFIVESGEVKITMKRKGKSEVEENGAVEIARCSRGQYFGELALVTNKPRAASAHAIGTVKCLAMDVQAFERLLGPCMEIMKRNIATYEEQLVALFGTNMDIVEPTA
# Rtt109 Vps75 = C. albicans Rtt109 histone acetyltransferase inhibition | Q5AAJ8 | purified Rtt109/Vps75, ThioGlo CoA-SH fluorescence, 4 h | inhibition, % at 34.9 µM | 330,000 compounds, 0.16% hits | AID 540336;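 active means inhibition of at least 50% in every replicate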
# An asterisk follows results filed as active; / = no result given. The order is random. About 1.6% of those tested had a hit in this group.
SMILES,RTF Ca sens act,Keap1-Nrf2 PPI,SR-BI uptake up,Cardiac RTF inh,CAL PDZ FP-1,CAL PDZ FP-2,C-LANA FP,DAGLB inhibitor,PKA-R2B act,Rtt109 Vps75
O=P(Cc1ccncc1)(c1ccccc1)c1ccccc1,1.8,-0.3,-7.6,5.2,-0.1,-0.5,0.1,1.6,-9.1,2.1
O=C(NCCc1ccncc1)c1ccc2nc(Cc3cccc(Cl)c3)oc2c1,-4.2,2.2,0.7,-11.2,-5.1,-3.8,1.7,-0.1,-9.2,-0.6
COc1cccc(OCC(O)CN2CCC(C)CC2)c1 (stereo not given),-1.5,-1.8,13.8,-0.9,/,0.8,-0.4,1.4,-3.7,12.8
COc1cc(/C=C2\SC(N3CCCCC3)=NC2=O)cc(OC)c1OC,-4.2,-6.9,-39.6,-8.3,-11.7,-3.6,-0.2,0.6,-12.0,/
Cc1cc(C(=O)NCCN2C(=O)S/C(=C\c3cccs3)C2=O)ccc1[N+](=O)[O-],-5.8,-2.3,6.0,2.9,-4.9,-1.8,0.0,-1.2,-0.2,/
Cc1ccc2nc(-c3cccc(NS(C)(=O)=O)c3)cc(-c3ccccc3)c2c1,3.6,-6.6,-34.5,13.7,-0.9,0.3,-2.4,-8.9,-9.3,-0.6
CCS(=O)(=O)N1CCC(C(=O)N2CCc3ccccc3C2)CC1,-2.7,-8.1,4.8,-2.6,-6.7,0.2,-1.6,-1.1,-5.2,-3.0
CC(=O)c1cc2c(cc1NC(=O)Cn1nc(C)c(C)c(C#N)c1=O)OCO2,0.4,0.0,2.1,-7.3,-4.2,-2.4,-1.4,2.2,5.7,-10.4
CS(=O)(=O)N1CCCC(C(=O)N2CCc3ccccc3C2)C1 (stereo not given),9.3,-5.9,11.2,2.5,-4.0,-1.3,-2.9,0.4,-6.1,10.7
CN(C)CCCNC(=O)/C(=C\C=C\c1ccccc1)NC(=O)c1ccc([N+](=O)[O-])cc1,2.4,-5.4,22.5,0.6,-8.2,0.2,-0.5,3.8,1.4,-1.8
COc1ccc(/C=C/C(=O)c2ccc([N+](=O)[O-])o2)cc1,-3.8,-2.8,15.5,-9.0,-0.5,-3.6,-0.3,1.3,-1.1,-15.0
COc1ccc(NC(=O)c2sc3nc(C)nc(N4CCN(c5ccccn5)CC4)c3c2C)cc1Cl,-1.3,-3.7,-32.1,-8.8,-4.9,-4.1,1.7,-1.6,-9.9,13.7
Cc1cc2ccccc2n2c(SCC(=O)N3CCc4ccccc4C3)nnc12,1.9,0.2,7.0,-7.9,-0.3,/,-0.5,-2.4,-0.7,0.4
CCN(CC)CCNC(=O)C1c2ccccc2Oc2ccccc21,-1.3,-0.3,25.9,-4.8,-4.0,0.0,-2.4,-1.0,-4.9,8.8
O=C(Nc1cccc(F)c1)c1cc(S(=O)(=O)N2CCOCC2)cs1,2.0,-2.3,-40.3,-10.2,-2.8,-1.3,0.8,-3.0,3.5,2.2
Cc1ccc(CCNC(=O)c2ccc3nc4ccccc4c(=O)n3c2)cc1,2.8,-2.6,0.6,-11.1,3.3,-0.1,-4.3,-6.4,-5.5,-23.5
Cc1ccc(S(=O)(=O)N(CC(=O)N2CCOCC2)CC(=O)N2CCOCC2)cc1,-4.0,-0.2,7.3,-14.6,-3.2,0.6,1.9,0.1,6.9,-5.4
CCCC(=O)Nc1nnc(-c2ccccc2)o1,-2.0,1.5,3.4,-7.0,1.2,0.2,-1.1,-0.4,-7.4,8.7
COc1ccc(C(OC(=O)c2c(C)noc2C)C(=O)NC2CCCC2)cc1 (stereo not given),2.3,-1.2,-3.1,-3.9,/,-1.6,-0.3,-3.7,0.0,-4.2
O=C(c1cccnc1)N1CCN(c2c(Cl)cccc2[N+](=O)[O-])CC1,-0.7,-3.1,3.3,-3.1,-4.1,0.8,0.1,0.5,-5.1,7.3
O=C(CCC1CCCN(C(=O)CCC(F)(F)F)C1)NCc1ccc(F)c(F)c1 (stereo not given),-3.3,-3.7,-10.7,-11.6,0.7,0.6,1.4,-1.4,11.0,2.3
COc1ccc(OC)c(Nc2nc(-c3sc(NC(=O)CC(C)C)nc3C)cs2)c1,6.4,-1.1,-76.3,-3.2,2.2,-0.6,4.8,0.8,-5.9,-16.3
COc1cc(/C=C2\SC(=S)N(NC(=O)c3ccccc3O)C2=O)ccc1O,11.1,-18.7,/,-19.1,-10.7,-2.4,-18.6,6.3,6.5,-1.3
O=C(NCCN1CCOCC1)C(=O)c1c[nH]c2ccccc12,-0.1,-1.6,/,-8.2,-2.6,-1.6,2.4,0.5,-5.9,-2.7
CCC1=C(OC(=O)N(CC)CC)N2C(=O)OC(=NCC3CC3)[C@]2(C)[C@H]2C1=CC[C@H]1C(=O)N(C)C(=O)[C@H]12,0.3,-4.1,42.1,-3.8,11.3,-1.6,-0.8,0.7,-6.8,-3.0
O=C(COC(=O)c1cc(Br)ccc1O)NC1CCCCCC1,1.9,-2.8,26.8,-2.2,/,0.5,-1.6,3.2,-4.9,-10.1
O=C(O)c1ccccc1C(=O)N1CCN(S(=O)(=O)c2cccc(C(F)(F)F)c2)CC1,-1.0,-1.1,5.7,-7.6,-3.9,-0.7,0.7,1.1,7.3,-9.0
O=C(O)c1ccc(S(=O)(=O)Nc2cccc(CP(=O)(c3ccccc3)c3ccccc3)c2)cc1,-2.7,-0.5,3.1,4.3,-3.1,-0.8,-2.9,-0.2,-2.5,-0.2
COc1cccc(/C=N/NC(=O)c2cc3c(OC)cccc3[nH]2)c1O,5.6,-3.1,-103.1,-9.2,-1.6,0.4,1.8,3.1,-8.2,-7.0
COc1ccc(NC(=O)COC(=O)c2cc(OC)c(OC)c(OC)c2)c([N+](=O)[O-])c1,2.0,0.9,-36.6,9.0,3.2,-0.2,1.3,-0.3,-14.8,-4.2
Cc1cc(C)c(C(=O)N2CCC(N3CCC(C(=O)NC(C)C)CC3)CC2)o1,1.8,-0.5,-2.8,-7.8,-2.8,0.2,4.0,1.5,-1.3,25.8
CC(NS(=O)(=O)c1ccc(Cl)c(Cl)c1)C(=O)Nc1cccnc1 (stereo not given),-6.2,-0.2,3.0,-1.9,0.1,-0.5,1.3,-1.8,-9.9,5.2
CCCSc1nnc(Cn2c(=O)sc3ccccc32)n1C,0.9,3.9,1.6,1.1,/,-0.1,1.2,-1.6,1.9,-0.7
CCCC(=O)Nc1cccc(S(=O)(=O)N(C)c2ccccc2)c1,4.8,0.4,31.0,-13.5,-1.9,-0.8,-0.3,-1.8,-7.0,4.7
COCCNC(=O)[C@@H]1CCCN1C(=O)C1CCN(S(=O)(=O)c2ccc(C)cc2)CC1,-0.6,2.6,5.1,-1.2,-4.6,0.1,0.3,-0.5,-14.8,-4.1
CCc1cc2ccccc2nc1SCC(=O)N1CCN(C(=O)c2ccco2)CC1,-2.4,1.1,13.0,0.8,-4.3,-1.8,-1.0,-0.8,-14.4,13.8
CC(C)Oc1ccc(N2CC(C(=O)Nc3ccccc3F)CC2=O)cc1 (stereo not given),-3.0,0.2,-5.2,-0.9,-2.3,1.2,-1.1,-1.3,1.9,3.0
C=C(C)n1c(=O)n(Cc2ccc(C)cc2)c2ccccc21,5.2,2.2,-10.0,-2.7,-4.9,-1.2,1.9,-3.9,-5.7,-4.8
Cc1ccc(SCC(=O)Nc2ccc(N3CCOCC3)cc2)c(C)c1,3.3,2.5,-3.3,4.3,-7.6,0.5,0.7,-1.7,-1.0,/
CC12CC3(C)CC(C)(C1)CC(C(=O)NC(=S)N1CCCC1)(C2)C3,5.3,-5.7,-13.7,-7.9,-2.0,-1.9,2.2,-0.7,-6.9,-4.4
O=c1c2ccccc2[nH]c2ccc(F)cc12,-4.0,-4.0,-5.1,-4.4,-1.3,-1.5,-2.1,1.2,-3.4,-5.3
C=CCN(Cc1cc(OC)ccc1OC)S(=O)(=O)N(C)C,-2.1,-4.3,-5.4,1.5,-2.2,-1.4,1.7,-1.8,-14.0,6.7
Cc1cccc(OCCN2C(=O)C(=O)c3cc(C)ccc32)c1,-6.2,4.4,-9.0,3.7,0.6,0.1,0.1,3.5,-1.0,0.0
CCCCN(C(=O)Cc1ccc2c(c1)OCCO2)c1c(N)n(CC(C)C)c(=O)[nH]c1=O,-1.4,2.5,24.6,-6.9,-1.8,-1.8,0.0,1.1,-3.7,-13.4
COc1ccc(NC(=O)Cn2ncn3c(cc4ccccc43)c2=O)c(OC)c1OC,-10.5,-0.8,24.5,-2.3,-0.1,-1.8,0.5,-0.5,3.7,-8.5
S=C(NCc1ccc(Cl)c(Cl)c1)Nc1ccc2c(c1)OCO2,-2.3,-0.8,-1.6,-41.0,0.3,0.0,1.4,2.5,-1.5,8.1
Cc1cc(C)n2nc(CC#N)c(C#N)c2n1,8.4,-5.9,17.9,-9.6,-2.4,0.0,-0.5,0.0,0.1,-4.8
CC(=O)N(C)c1ccc(NC(=O)Nc2ccc(C)c(C)c2)cc1,-5.0,0.8,-5.1,-11.2,-0.9,-1.0,0.4,0.3,-7.8,/
NS(=O)(=O)c1ccc(CCNC(=O)/C=C/c2ccccc2[N+](=O)[O-])cc1,-4.2,5.1,-15.8,12.4,-3.1,-0.3,1.9,-2.4,-0.6,4.8
Cc1ccc(-c2noc(CCC(=O)NCC3CCN(Cc4cccc(C)c4)CC3)n2)cc1,-2.3,2.8,-2.1,-2.5,-0.4,-0.9,0.0,0.7,-4.2,1.2
Cn1ncc(Br)c1C(=O)N1CCN(C(=O)c2ccco2)CC1,0.4,5.4,10.2,-1.7,4.6,-1.0,0.9,4.0,-8.9,1.9
O=C(NCCSc1ccccc1)c1cccnc1,3.0,-3.1,1.3,-3.6,-2.0,-1.6,0.6,1.0,-5.0,/
O=C(CSc1nnc(CNC(=O)c2ccccc2F)o1)c1ccc(Cl)cc1,2.1,-2.6,-17.1,-3.4,-0.1,0.2,1.5,0.1,-11.6,17.5
Cc1c(C#N)c2ncn(CCCN(C)C)c(=O)c2n1-c1ccccc1,-2.7,5.7,8.0,-9.8,8.9,0.1,-0.8,0.1,-6.2,-7.6

# One compound at a time, as listed above.
# Listed for CC12CC3(C)CC(C)(C1)CC(C(=O)NC(=S)N1CCCC1)(C2)C3 → RTF Ca sens act = 5.3; Keap1-Nrf2 PPI = -5.7; SR-BI uptake up = -13.7; Cardiac RTF inh = -7.9; CAL PDZ FP-1 = -2.0; CAL PDZ FP-2 = -1.9; C-LANA FP = 2.2; DAGLB inhibitor = -0.7; PKA-R2B act = -6.9; Rtt109 Vps75 = -4.4
# Listed for CC(C)Oc1ccc(N2CC(C(=O)Nc3ccccc3F)CC2=O)cc1 (stereo not given) → RTF Ca sens act = -3.0; Keap1-Nrf2 PPI = 0.2; SR-BI uptake up = -5.2; Cardiac RTF inh = -0.9; CAL PDZ FP-1 = -2.3; CAL PDZ FP-2 = 1.2; C-LANA FP = -1.1; DAGLB inhibitor = -1.3; PKA-R2B act = 1.9; Rtt109 Vps75 = 3.0
